Source: PubChem
Caspase-1 inhib = qHTS Assay for Allosteric/Competitive Inhibitors of Caspase-1; P29466; Caspase-1 enzyme, Ac-WEHD-AFC fluorogenic rate; Potency, µM (series often up to 57.5 µM), for the others: at the highest dose activity change, negative = inhibition, most hits filed as inhibitors; 0.03% of 75,000 active;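 further: potency means the concentration at half of the fitted maximal effect; plate controls were vehicle for no effect and no substrate for full effect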
Tau fil binding = qHTS Assay for Tau Filament Binding; recombinant tau filaments, thioflavin S fluorescence, 15 h; filaments grown with octadecylsulfate alongside compound; 2% of 71,000 active; Potency, µM (top dose mostly 57.1 µM), for the others: at the highest dose activity change, negative = inhibition; Microtubule-associated protein tau (Homo sapiens), P10636;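 further: potency means the concentration at half of the fitted maximal effect; on the % scale 0 is the no-effect control and ±100 the full control effect; actives lower thioflavin S fluorescence by blocking filaments or displacing dye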
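Recombinant tau protein (human, 1 uM final) plus 30 uM ODS in HEPES pH 7.4 with NaCl, DTT and thioflavine S. Compound present from the start; fluorescence at 510 nm after 15 h, 37 C.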
A350 autofl = qHTS Assay for Spectroscopic Profiling in A350 Spectral Region; Compound autofluorescence, 340/450 nm, Alexa 350 dye-equivalents; stronger effect = higher value; max dye-equivalent concentration, M; 11% of 59,000 active; AID 590, 2007; in the data active means max dye-equivalent concentration above about 10 nM; inconclusive means mostly about 1.1 nM to 9.6 nM
CRE-bla Fsk = Cell signaling CRE-BLA (Fsk stim); AID 662, 2007; 2.5% of 71,000 active; Potency, µM (top dose mostly 38.2 µM), for inactives: top-dose activity change, negative = inhibition, actives largely listed as activators; CHO CRE-bla reporter (cAMP response element driving beta-lactamase), forskolin EC10, beta-lactamase ratio; active means well fitted activation curve with a large enough effect in the signal ratio, with a control signal flat, not every such curve was filed as active; inconclusive means small, poorly fitted or top-dose-only effect, or effect the other way, or a change in a side signal; the % refers to the signal ratio; further: potency means the concentration at half of the fitted maximal effect; % of control where 0% means no effect
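Using CellSensor CRE-bla CHO cells in Opti-MEM with 0.5% dialyzed FBS, compounds were titrated with EC10 NKH 477 for 3 h at 37 °C. CCF4 ratio (460/530 nm) gave %Activity; AC50 derived.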
ERK AVP inh = qHTS Assay for Inhibitors of the ERK Signaling Pathway using a Homogeneous Screening Assay; HEK293-V1b, vasopressin-stimulated pERK AlphaScreen; 0.99% of 72,000 active; Potency, µM (doses to about 57.5 µM), for inactives: at the highest dose activity, negative = inhibition, actives largely listed as inhibitors; further: potency means the concentration at half of the fitted maximal effect; on the % scale 0 is the no-effect control and ±100 the full control effect; nearly all actives have a fitted effect of over 55% in size
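V1b-HEK293 cells; cpd 30 min 37C; 25 nM vasopressin 5 min; lyse 10 min; AlphaScreen beads 5 hr RT. Normalized to DMSO basal and 25 nM vasopressin; AC50 by Hill fit.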
Luciferase inh = qHTS Assay for Inhibitors of Firefly Luciferase; Potency, µM (doses to about 57.1 µM), for the others: at the top dose activity change, negative = inhibition, usual class: inhibitors; purified firefly luciferase, luminescence, 8 min; Luciferin 4-monooxygenase (Photinus pyralis), P08659; 2.2% of 72,000 active; further: potency means the concentration at half of the fitted maximal effect; on the % scale 0 is the no-effect control and ±100 the full control effect; nearly all actives have a fitted effect of over 40% in size
Target sequence (P08659 whole entry, looked up): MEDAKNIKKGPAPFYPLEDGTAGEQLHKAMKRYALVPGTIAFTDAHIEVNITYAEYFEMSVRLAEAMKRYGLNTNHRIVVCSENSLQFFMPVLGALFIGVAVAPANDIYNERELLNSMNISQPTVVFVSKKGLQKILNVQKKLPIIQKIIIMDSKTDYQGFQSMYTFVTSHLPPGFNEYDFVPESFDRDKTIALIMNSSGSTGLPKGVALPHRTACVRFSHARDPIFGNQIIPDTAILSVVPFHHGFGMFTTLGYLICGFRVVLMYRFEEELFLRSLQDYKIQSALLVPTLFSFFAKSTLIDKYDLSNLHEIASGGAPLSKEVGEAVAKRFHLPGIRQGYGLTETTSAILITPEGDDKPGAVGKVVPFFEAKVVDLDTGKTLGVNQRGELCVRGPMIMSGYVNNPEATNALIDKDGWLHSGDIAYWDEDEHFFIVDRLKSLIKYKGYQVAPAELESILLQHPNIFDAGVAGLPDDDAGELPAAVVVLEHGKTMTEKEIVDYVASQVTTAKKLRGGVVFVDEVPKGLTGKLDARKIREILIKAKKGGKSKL
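Here, luciferase activity is measured as luminescence following an 8 min room-temperature reaction at 10 uM ATP, pH 7.2. Every library sample is titrated.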
Caspase-7 inhib = qHTS Assay for Allosteric/Competitive Inhibitors of Caspase-7. P55210. recombinant caspase-7, Ac-DEVD-AFC fluorescence rate. 0.02% of 75,000 active. Potency, µM (titrated, usually from 57.5 µM), inactives show at the highest dose activity change, negative = inhibition, actives largely listed as inhibitors; active means well fitted inhibition curve with a large enough effect in the main read-out, with a control signal flat, not every such curve was filed as active; inconclusive means small, poorly fitted or top-dose-only effect, or a change in a side signal; further: potency means the concentration at half of the fitted maximal effect; % of control where 0% means no effect
Target sequence (P55210 24-198 limits assumed): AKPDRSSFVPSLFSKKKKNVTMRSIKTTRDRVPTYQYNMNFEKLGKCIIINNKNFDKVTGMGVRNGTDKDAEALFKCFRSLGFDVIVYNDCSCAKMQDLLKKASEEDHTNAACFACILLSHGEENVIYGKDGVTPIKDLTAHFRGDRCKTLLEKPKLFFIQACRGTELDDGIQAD
Target sequence (P55210 207-303 limits assumed): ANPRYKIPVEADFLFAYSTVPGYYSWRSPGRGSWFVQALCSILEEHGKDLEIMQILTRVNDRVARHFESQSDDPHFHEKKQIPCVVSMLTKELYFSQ
BRCT inh green = qHTS Assay for Inhibitors of BRCT-Phosphoprotein Interaction (Green Fluorophore); Breast cancer type 1 susceptibility protein (Homo sapiens), P38398; BRCA1 BRCT-phosphopeptide binding, green fluorescence polarization; Potency, µM (highest dose often 76.9 µM), inactives show top-dose activity change, negative = inhibition, usual class: inhibitors; 0.05% of 75,000 active; AID 875, 2007;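 further: potency means the concentration at half of the fitted maximal effect; plate controls were peptide without protein for full effect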
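Compounds were incubated for 12 min at room temperature with a complex of 100 nM fluorescein-tagged pBACH1 decapeptide and 250 nM His-tagged BRCT protein. Buffer was phosphate pH 7.3 with EDTA, DTT and Tween 20. Disruption of binding lowers the polarization signal.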
HEK293 cAMP ctrl = qHTS Assay for Agonists of the Thyroid Stimulating Hormone Receptor: Activators of Intracellular cAMP Concentrations in Parental HEK 293 | parental HEK293 CNG cAMP sensor, membrane potential fluorescence | Potency, µM (doses to about 57.1 µM), for the others: at the top dose activation, usual class: activators | 2.5% of 73,000 active; further: potency means the concentration at half of the fitted maximal effect; % of control where 0% means no effect; nearly all actives have a fitted effect of over 55% in size
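Counterscreen for endogenous-receptor signalling: CNG-channel HEK 293 cells report cAMP rise by membrane depolarization. After 60 min dye equilibration with 100 uM RO 20-1724, compounds incubated 30 min before bottom-read fluorescence at 590 nm.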
USP2a inh = qHTS Assay for Inhibitors of Ubiquitin-specific Protease USP2a; Ubiquitin carboxyl-terminal hydrolase 2 (Homo sapiens), O75604; USP2a enzymatic assay, qHTS inhibition; Potency, µM (series often up to 38.3 µM), without a hit: at the highest dose activity change, negative = inhibition, most hits filed as inhibitors; 0.1% of 60,000 active; AID 927, 2007;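 further: potency means the concentration at half of the fitted maximal effect; nearly all actives have a fitted effect of over 60% in size; plate controls were DMSO for no effect and NEM full inhibition control for full effect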
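20 nM USP2 core + cpd, 30 min RT; add 20 nM Ub-PLA2/20 uM NBD C6-HPC; read Ex460/Em535 at 0 h and 2.5 h. Normalized to NEM; qHTS curve fit/classification.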
BRCT inh red = qHTS Assay for Inhibitors of BRCT-Phosphoprotein Interaction (Red Fluorophore); BRCT-phosphopeptide binding, red fluorescence polarization; Potency, µM (titrated, usually from 76.9 µM), inactives show top-dose activity change, negative = inhibition, hits mostly inhibitors; 0.03% of 75,000 active; AID 892, 2007; Breast cancer type 1 susceptibility protein (Homo sapiens), P38398; further: on the % scale 0 is the no-effect control and ±100 the full control effect
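Rhodamine-labelled pBACH1 10-mer (100 nM) bound to BRCT domain (100 nM) at pH 7.3; compounds incubated 12 min room temperature, polarization read. Free peptide defines full inhibition; unlabelled decapeptide titrated as control.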
Starred values were filed as active, the others as inactive; i = inactive; ? = inconclusive; nt = not tested or not shown; & = joins results of further samples; [ ] = remark or other dose. Unless noted, the call rests on the fitted dose curve; in most records, active means well fitted curve in the direction sought with a large enough effect; inconclusive means small, poorly fitted or top-dose-only effect, or another doubt; inactive means no such curve, though single readings can be large; an effect the other way counts as inactive or inconclusive.

SMILES	Caspase-1 inhib	Tau fil binding	A350 autofl	CRE-bla Fsk	ERK AVP inh	Luciferase inh	Caspase-7 inhib	BRCT inh green	HEK293 cAMP ctrl	USP2a inh	BRCT inh red
O=C1CC(c2ccc3c(c2)OCO3)C2=C(CCCC2=O)N1 (stereo unspecified)	-1%	0%	i	-18%	8%	5%	3%	-1.9%	-5%	1%	1.1%
NCCCCNS(=O)(=O)c1cccc2c(Cl)cccc12	3%	-4%	i	-3%	36%[activator]	-4%	-1%	3.4%	1%	8%	-1.4%
COc1ccc(S(=O)(=O)NCC(=O)N(CC(=O)NCC2CCCO2)c2ccccc2C)cc1 (stereo unspecified)	2%	8%	i	-19%	-1%	5%	-1%	-0.4%	4%	14%	-1.1%
N#Cc1ccccc1S(=O)(=O)N1CCN(c2ccc(S(=O)(=O)N3CCOCC3)cn2)CC1	-3%	-5%	i	-6%	26%	1%	-3%	-1.5%	-11%	27%	-0.8%
CCOc1ccc(S(=O)(=O)Nc2cccc(C(=O)N3CCN(c4ccc(OC)cc4)CC3)c2)cc1	-4%	-16%	?	1%	?	1%	-4%	-1.8%	26%	20%	-1.1%
CNC(=O)[C@H]1O[C@H](n2cnc3c(NCc4cccc(I)c4)nc(Cl)nc32)[C@@H](O)[C@@H]1O	-1%	13%	nt	?	16µM*	2%	-3%	2.3%	-18%	nt	0.1%
C=CCn1c(-c2ccc(OC)cc2)nc2ccccc21	0%	-1%	i	-4%	?	25µM*	-2%	0.4%	?	0%	1.0%
FC(F)(F)c1cc(-c2ccc3c(c2)OCO3)nc(NCc2ccco2)n1	3%	-10%	2.6e-08M*	?	12%	-1%	0%	11%	?	1%	-0.3%
Cc1oc(-c2cccc(Cl)c2)nc1CN1CCC(C(=O)NCc2cccnc2)CC1	0%	20%	?	?	-18%	1%	1%	1.6%	19%	31%[activator]	0.5%
CC1Cc2c(COc3ccccc3)nc3c(c2CO1)CN(CCOc1ccccc1)CC3 (stereo unspecified)	-5%[11.5 µM]	nt	nt	nt	-2%[11.5 µM]	nt	-3%[11.5 µM]	2.0%[15.4 µM]	5%[11.4 µM]	nt	1.0%[15.4 µM]
COc1ccc(OC)c(S(=O)(=O)Nc2ccc(C(N)=O)cc2)c1	2%	-2%	i	1%	-13%	0%	0%	-2.0%	-3%	1%	-0.8%
CCOc1ccc(C2C(C(=O)c3ccco3)=C(O)C(=O)N2CCCn2ccnc2)cc1 (stereo unspecified)	-1%	5%	i	-3%	-13%	2%	-2%	-5.1%	9%	20%	-0.2%
Cc1ccc(S(=O)(=O)NCCSc2nnnn2C)cc1	0%	-5%	i	11%	6%	3%	0%	-0.1%	-4%	2%	0.1%
c1ccc(COc2cccc(CNn3cnnc3)c2)cc1	0%	9%	i	-4%	-7%	0%	3%	-1.8%	-3%	1%	0.7%
O=S(=O)(c1ccc2oc3ccc(S(=O)(=O)N4CCCC4)cc3c2c1)N1CCCC1	1%	4%	i	-7%	-4%	0%	0%	2.1%	23%	3%	-1.8%
COc1ccc(N(CC(=O)NC2CCCCC2)C(=O)CCCC(=O)Nc2ccccn2)c(OC)c1	0%	-6%	i	-3%	1%	1%	-1%	-0.2%	27%	nt	-3.0%
O=S(=O)(c1ccc2c(c1)nc1n2CCC1)N1CCOCC1	-1%	-12%	1.1e-08M*	-3%	-7%	5%	-1%	-2.5%	7%	-6%	0.1%
C(=N\C(/N=C/c1ccco1)c1ccco1)/c1ccco1	-5%	-25%	?	21%	?	-7%	-6%	-0.9%	7%	2%	-0.9%
CCc1nnc(NC(=O)C2CC(=O)N(CCc3ccccc3)C2)s1 (stereo unspecified)	-2%	8%	i	-2%	-3%	3%	-4%	-0.9%	10%	4%	-1.7%
CC1CCN(S(=O)(=O)c2ccc(S(=O)(=O)NCC(=O)C(C)(C)C)cc2)CC1	1%	4%	i	1%	6%	1%	-2%	-1.9%	-2%	6%	1.5%
Cc1cc(NC(=O)CN2C(=O)CC(c3ccco3)Sc3ccccc32)no1 (stereo unspecified)	-2%	0%	nt	-13%	nt	0%	-2%	-0.7%	4%	nt	-0.6%
O=C(O)c1cccnc1C(=O)O	-2%	?	i	?	10%	1%&2%	3%	-3.9%	?	-3%	-1.7%
Cc1ccc(Nc2cc(-n3nc(C)cc3C)ncn2)cc1	-1%	64%[11.4 µM]	nt	?	-17%	1%	1%	2.0%	-2%[11.4 µM]	4%[7.66 µM]	-0.3%
COc1ccc(Cl)cc1NC(=O)N1CCN(S(C)(=O)=O)CC1	-3%	7%	i	-9%	18%	1%	1%	-2.0%	1%	-8%	2.2%
CC(=O)c1sc(-c2c(C)nc3sccn23)nc1C1CCCC1	-4%	-5%	2.4e-08M*	?	-15%	2%	-3%	-0.2%	?	4%	0.6%
Cc1cc(C)c2c(SCc3ccc(Cl)cc3Cl)nc(N)nc2n1	-2%[11.5 µM]	-2%[11.4 µM]	8.3e-08M*	9%[7.6 µM]	4%[11.5 µM]	1%[11.4 µM]	-3%[11.5 µM]	-1.9%[15.4 µM]	7%[11.4 µM]	nt	-0.7%[15.4 µM]
CCc1cccc(NC(=O)Cn2cc3c(n2)CCCC3)c1	-2%	-13%	nt	2%	-7%	-1%	-2%	0.3%	3%	nt	-0.5%
O=C1CSC(=O)N1CCOCCN1C(=O)CSC1=O	1%	-7%	i	?	-13%	1%	0%	-0.2%	2%	-1%	0.1%
O=C(Nc1ccc2c(c1)OCCO2)c1ccccc1F	-1%	?	nt	?	-20%	5µM*	1%	-0.9%	26%[11.4 µM]	3%[7.66 µM]	0.3%
CCOC(=O)CCc1c(C)nc(SCCN2CCCC2)c(C#N)c1C	-3%	10%	i	7%	-11%	-1%	0%	2.0%	?	nt	1.2%
CSCCC(NC(N)=O)C(=O)N(C)CC(=O)Nc1ccc(C)cc1 (stereo unspecified)	2%	105%	i	?	8%	3%	1%	-1.2%	-2%	-4%	2.4%
O=C(c1ccc(NC(=O)C2(c3ccccc3)CCOCC2)cc1)N1CCOCC1	0%	5%	i	-8%	0%	3%	1%	-0.2%	?	3%	0.1%
C=CCn1c(CCCNC(=O)CCC)nc2ccccc21	2%	6%	i	0%	0%	3%	0%	-1.1%	-4%	-4%	0.3%
O=C1c2oc3ccc(Cl)cc3c(=O)c2C(c2ccco2)N1CCN1CCOCC1 (stereo unspecified)	-6%	-22%	nt	-12%	nt	1%	-7%	-2.7%	8%	nt	-1.6%
Cc1cccc(-c2c3c(=O)n(C)c(=O)n(C)c3c3nnc4ccccc4n23)c1	-1%	-7%	i	-5%	0%	1%	-2%	-2.4%	8%	2%	-0.1%
Cc1cccc(N(CC(=O)NCC2CCCO2)C(=O)CCC(=O)Nc2cc(C)on2)c1 (stereo unspecified)	0%	3%	i	3%	0%	0%	1%	-4.7%	0%	-2%	0.4%
Cc1occc1C(=O)N1CCN(c2ncccn2)CC1	0%	6%[11.4 µM]	nt	?	-1%	3%	-1%	-0.2%	14%[11.4 µM]	-1%[7.66 µM]	-0.2%
CC(C)N1C[C@@]23C=C[C@@H](O2)C(C(=O)OCc2ccccc2)[C@H]3C1=O (stereo partly specified)	-1%	13%	4.6e-08M*	1%	-5%	4%	-1%	-1.4%	-2%	-13%	0.3%
COc1ccc(S(=O)(=O)Nc2c(C)n(C)n(-c3ccccc3)c2=O)cc1	3%	7%	i	-2%	-1%	2%	0%	-4.2%	0%	0%	-0.3%
O=C1CC(C(=O)Nc2ccccc2C(=O)O)C(c2ccccc2)O1 (stereo unspecified)	1%	-1%	i	1%	-3%	2%	-1%	-1.6%	18%	-1%	-1.2%
COc1ccc(-c2noc(CN3CCN(c4ccccc4F)CC3)n2)cc1OC	-1%	2%	i	19%	-5%	0%	-3%	-1.3%	13%	2%	-1.6%
COc1ccc(-c2nc(N)nc(C)c2Oc2ccccc2Br)c(O)c1	-1%	-21%	i	3%	-14%	-1%	-10%	-1.5%	18%	47%[activator]	0.1%
COC(=O)c1ccccc1	-2%	5%	nt	-2%	5%	nt	2%	1.1%	3%	nt	0.0%
CCSc1ccccc1C(=O)N1CCN(c2ccccc2F)CC1	-1%	2%	i	-12%	-14%	0%	-1%	-0.5%	26%	2%	-3.8%
COc1ccc(NC(=O)c2oc3ccccc3c2NC(=O)C2CC2)cc1	-4%	i	1.1e-07M*	-3%	28%	-8%	1%	-3.2%	19%	10%	-1.5%
